Pf growth 96h = Primary qHTS for delayed death inhibitors of the malarial parasite plastid, 96 hour incubation | P. falciparum luciferase reporter growth, 96 h | Potency, µM (highest dose often 28.7 µM), inactives show top-dose activity change, negative = inhibition, usual class: inhibitors | actives 6.9% (n = 320,000) | AID 504834, 2011
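Erythrocytes infected with luciferase-expressing P. falciparum were dispensed at 2% hematocrit and 0.05% parasitemia (final), then incubated with compounds 96 hours at 37 C in 5% CO2. Luminescence after detection reagent addition reported growth.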
LmPK inh = qHTS Assay for Inhibitors of Leishmania Mexicana Pyruvate Kinase (LmPK). purified LmPK, Kinase-Glo ATP luminescence, 1 h. Potency, µM (doses to about 57.5 µM), for inactives: top-dose activity change, negative = inhibition, actives largely listed as inhibitors. Q27686. actives 0.37% (n = 290,000)
Target sequence (Q27686 whole entry, looked up): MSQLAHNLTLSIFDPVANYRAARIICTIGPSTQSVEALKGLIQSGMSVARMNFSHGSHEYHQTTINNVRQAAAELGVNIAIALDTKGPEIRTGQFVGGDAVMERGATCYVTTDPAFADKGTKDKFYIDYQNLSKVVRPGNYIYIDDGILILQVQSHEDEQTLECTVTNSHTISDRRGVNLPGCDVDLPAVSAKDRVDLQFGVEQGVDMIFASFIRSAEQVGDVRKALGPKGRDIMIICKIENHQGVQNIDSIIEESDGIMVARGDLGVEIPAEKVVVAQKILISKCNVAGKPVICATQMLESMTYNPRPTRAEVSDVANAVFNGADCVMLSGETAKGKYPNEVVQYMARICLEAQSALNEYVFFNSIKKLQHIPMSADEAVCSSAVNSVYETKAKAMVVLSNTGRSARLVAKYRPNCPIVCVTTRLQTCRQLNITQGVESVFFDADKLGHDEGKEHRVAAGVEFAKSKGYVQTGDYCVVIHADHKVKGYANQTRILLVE
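qHTS format; LmPK 0.1 nM; substrates PEP 0.5 mM and ADP 0.1 mM. One-hour room-temperature incubation, then coupled luciferase luminescence; 0.5 nM enzyme wells mark activation.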
Pf growth 48h = Primary qHTS for delayed death inhibitors of the malarial parasite plastid, 48 hour incubation; P. falciparum luciferase growth in erythrocytes, 48 h; Potency, µM (highest dose often 28.7 µM), for the others: top-dose activity change, negative = inhibition, usual class: inhibitors; actives 5.9% (n = 310,000)
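Luciferase-expressing P. falciparum in infected erythrocytes (2% hematocrit, 0.1% parasitemia final) in RPMI 1640/0.5% Albumax were exposed to compound for 48 hours at 37 C, 5% CO2; growth read as luminescence.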
Sm TGR inh = qHTS Assay for the Inhibitors of Schistosoma Mansoni Peroxiredoxins; actives 3% (n = 360,000); purified TGR, DTNB reduction, TNB absorbance 405 nm; AID 485364, 2010; Potency, µM (doses to about 114 µM), for inactives: top-dose activity change, negative = inhibition, hits mostly inhibitors; Schistosoma mansoni thioredoxin glutathione reductase (TGR), Q962Y6; note: nearly all actives have a fitted effect of over 60% in size
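TGR 20 nM + NADPH 100 uM (dispensed conc.), cpd preinc 15 min RT; start with NADPH (500 uM addition) then DTNB (15 mM addition). Kinetic TNB absorbance, 405 nm filter. Four-parameter Hill fit across titration.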
HCV inhibitor = qHTS Assay for Inhibitors of Hepatitis C Virus (HCV); Huh7.5.1 HCVcc-Cre infection, luciferase reporter, 44 h; Potency, µM (titrated, usually from 41.8 µM), for the others: at the highest dose activity change, negative = inhibition, actives largely listed as inhibitors; actives 3.4% (n = 340,000); AID 651820, 2012
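HCVcc-Cre virus at an moi near 0.5 was added right after compound to cells cultured 4 h from seeding (1,000 cells/well). Luciferase activity was determined 44 h later, 15 min after substrate addition at RT.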
TbPYK inhibitor = qHTS of Trypanosoma Brucei Inhibitors | pyruvate kinase (Trypanosoma brucei), Q57TT1 | TbPYK enzyme, Kinase-Glo Plus ATP luminescence, 45 min | Potency, µM (doses to about 76.8 µM), for inactives: at the top dose activity, negative = inhibition, most hits filed as inhibitors | actives 0.12% (n = 410,000) | AID 624173, 2012; note: nearly all actives have a fitted effect of over 50% in size
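Luminescence from Kinase-Glo Plus, added after a 45-minute room-temperature reaction, served as the end-point read-out. The enzyme and substrate were preincubated with compound before ADP (130 uM final) initiated turnover. Concentration-effect curves came from normalized qHTS data.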
Starred values were filed as active, the others as inactive; ? = inconclusive; · = not tested or not shown; & = joins results of further samples; [ ] = remark or other dose. Calls come from the whole dose curve; as a rule, active = well fitted curve in the direction sought with a large enough effect; inconclusive = small, poorly fitted or top-dose-only effect, or another doubt; inactive = no such curve, though single readings can be large; an effect the other way counts as inactive or inconclusive. % is set by controls: 0 for no effect and ±100 for the full control effect; potency is the fitted concentration of half-maximal effect.

Each structure is followed by: Pf growth 96h | LmPK inh | Pf growth 48h | Sm TGR inh | HCV inhibitor | TbPYK inhibitor
CCc1ccccc1N(CC)C(=O)CCc1nc(-c2ccc(C)cc2)no1
  · | -1% | ? | -1% | ? | 2%
CCOC(=O)c1c(C)nc2c(c1C)c(=O)oc1ccccc12
  -11% | -5% | 34%[activator] | -2% | 11% | -5%
O=C(CN1CCS(=O)(=O)CC1)N/N=C/c1cccc(C(F)(F)F)c1
  36%[activator] | -5% | -2% | -11% | 9% | 1%
CCCC/C(O)=C1\C(=O)CCCC1=NCCc1c(C)[nH]c2ccc(OC)cc12
  3% | 2% | ? | 3% | -22% | 1%
CCCc1c(C(=O)Nc2ccc(F)cc2C)cnn1-c1ccccc1
  5% | 3% | -2% | 6% | -9% | 0%
CN1C(=O)N(C)C2CC1N(C)C(=O)N2C
  · | -18% | -12% | -2% | 15% | 0%
Cc1cc(C(=O)N/N=C/c2ccc(C)o2)c2ccccc2n1
  -25% | -4% | 41% | -11% | -5% | 7%
O=C(CCS(=O)(=O)c1cc2c(cc1Cl)NC(=O)CO2)NCc1ccc(F)cc1
  ? | 2% | 9% | -23% | -10% | 1%
FC(F)(F)c1cc(N2CCN(Cc3ccccc3)CC2)c2ccccc2n1
  9.3µM* | 0% | ? | 1% | -22% | 8%
O=C(CSCc1ccccc1)N=Nc1c(O)[nH]c2ccccc12
  34% | -1% | 19% | 3% | 8% | -3%
Cc1ccc(S(=O)(=O)NC(CC(=O)n2nc(C)cc2C)c2ccccc2)cc1 (centres undefined)
  62%[activator] | 4% | · | 2% | 20% | -4%
O=C(/C=C/c1ccc([N+](=O)[O-])cc1)c1cccnc1
  -26% | -3% | -1% | 16µM* | 33%[activator] | -20%
COc1cccc(CNC(=O)c2ccc(C)c(S(=O)(=O)N3CCCCC3)c2)c1
  ? | · | ? | 0% | 10µM* | 8%
CC(=O)Nc1cccc(NC(=O)CCNC(=O)c2ccccc2)c1
  9% | 1% | 1%[0.00184 µM] | -24% | 3.2µM* | 0%
CC1CCN(S(=O)(=O)c2ccc3c(c2)N(CC(=O)NCCCN2CCCC(C)C2)C(=O)CO3)CC1 (centres undefined)
  12µM* | 8% | -15% | -21% | 4% | -5%

Each structure is followed by: Pf growth 96h | LmPK inh | Pf growth 48h | Sm TGR inh | HCV inhibitor | TbPYK inhibitor
Cc1csc(C(C)N(C)C(=O)c2ccc(OC3CCN(Cc4ccccn4)CC3)cc2)n1 (centres undefined)
  ? | 0% | ? | -36% | ? | -5%
COc1ccc(C2CC(C(F)(F)F)n3nc(C(=O)NCc4c(C)nn(C)c4C)c(Cl)c3N2)cc1 (centres undefined)
  -2% | -5% | ? | -1% | ? | 2%
Cc1nnsc1C(=O)Nc1ccc(S(=O)(=O)N2CCCC(C)C2)cc1 (centres undefined)
  ? | -3% | -17% | 6% | ? | 1%
Cc1cc(N2CCN(c3ccc(C(F)(F)F)cc3[N+](=O)[O-])CC2)c2ccccc2n1
  7.4µM* | 1% | 13µM* | 20% | 10µM* | 6%
O=C(CSCc1ccccc1)NCCc1ccc(F)cc1
  -12% | 1% | ? | -18% | -11% | 1%
CCCN(CCC)CCCNC(=O)CC(C(=O)N1CCc2ccccc21)n1ccnc1 (centres undefined)
  12% | -2% | 3% | -3% | -4% | 12%
CCN1CCN(c2ccc(S(=O)(=O)N3CCCCC3)cc2NC(=O)c2ccc([N+](=O)[O-])o2)CC1
  8.3µM* | · | 13µM* | -29% | 3.5µM* | 3%
O=C(NCc1ccncc1)c1c(F)c(F)c(F)c(F)c1F
  4% | 0% | -22% | 0% | -17% | -1%
COC(=O)c1ccc(CSc2nc3ccccc3c(=O)n2N)cc1
  0% | 1% | 38%[activator] | 2% | 20% | -1%
O=C(NC1CCCCCCC1)c1cc(-c2ccccn2)nc2ccccc12
  ? | 2% | -9% | 4% | -2% | -1%
Cc1nnc(NC(=O)C2CCN(C(=O)c3ccco3)CC2)s1
  2% | -4% | -7% | 11% | 0% | -5%
CC(C1CC1)N(Cc1ccccc1)C(=S)Nc1ccccc1 (centres undefined)
  53%[activator] | -3% | 185%[activator] | -1% | -5% | 0%
COC(=O)c1sc(S(=O)(=O)NCc2ccccc2)c(C(=O)OC)c1C
  6% | 9% | 3% | ? | -22% | -2%
CCNC(=O)/C(=C\c1ccccc1)NC(=O)/C=C/c1ccccc1
  -10% | 0% | -2% | -3% | 20% | 0%
COC(=O)c1ccc(CSc2nnc3c(Cl)cc(Cl)cn23)o1
  3% | 2% | -3% | 0% | 7% | -19%

3 compounds already listed, arranged by formula weight, lowest first:
Each structure is followed by: Pf growth 96h | LmPK inh | Pf growth 48h | Sm TGR inh | HCV inhibitor | TbPYK inhibitor
COC(=O)c1sc(S(=O)(=O)NCc2ccccc2)c(C(=O)OC)c1C
  6% | 9% | 3% | ? | -22% | -2%
Cc1cc(N2CCN(c3ccc(C(F)(F)F)cc3[N+](=O)[O-])CC2)c2ccccc2n1
  7.4µM* | 1% | 13µM* | 20% | 10µM* | 6%
CCN1CCN(c2ccc(S(=O)(=O)N3CCCCC3)cc2NC(=O)c2ccc([N+](=O)[O-])o2)CC1
  8.3µM* | · | 13µM* | -29% | 3.5µM* | 3%

(listing goes on)
Each structure is followed by: Pf growth 96h | LmPK inh | Pf growth 48h | Sm TGR inh | HCV inhibitor | TbPYK inhibitor
CNC(=O)c1cccc2cccc(Sc3ccccc3C(=O)O)c12
  5% | -4% | 4% | -4% | 19% | -3%
Cc1ccc(C2=CCNCC2)cc1
  -10% | -2% | ? | -2% | -7% | -3%
CCN(CC)CCN=CC1=C(O)CNC1=O
  22% | 1% | -11% | -35% | 3% | -1%
COc1cccc(C2=NCCc3cc4c(cc32)OCO4)c1OC
  1% | 2% | 22% | 0% | 35%[activator] | -5%
COC(=O)c1ccc(N/C=C/C(=O)c2ccccc2)cc1
  13µM* | -25% | 161%[activator] | -1% | -16% | -25%
O=C(C1CCCCC1)N1CCC(O)(c2ccc(Cl)cc2)CC1
  -24% | 4% | -18% | 2% | 29% | ?
Cc1ccc2oc(C(=O)NCC(c3ccco3)N(C)C)c(C)c2c1 (centres undefined)
  45%[activator] | 9% | 23% | 0% | 10% | -7%
Cc1ccc(-c2nn(CC(=O)N(C)C)c(=O)c3ccccc23)cc1S(=O)(=O)N(C)C
  44%[activator] | 4% | · | -3% | 3% | -1%
Cc1ccnc2c1ccc1cccnc12
  0.83µM* | · | 1.2µM* | ? | 2.2µM* | -10%
CCCC(=O)Nc1ccc(C(=O)Nc2nc(CC(=O)OCC)cs2)cc1
  12% | 5% | · | 5% | ? | -9%
Cn1/c(=N/N=C/c2ccccn2)sc2ccccc21
  244%[activator] | -5% | 209%[activator] | 8% | ? | 5%
O=C(Nc1nccs1)C(c1ccccc1)N1CCCC1 (centres undefined)
  8% | 10% | 0% | 9% | -25% | 2%
O=C(NC1CCCCCCC1)C1CCC(CNc2c(N3CCCC3)c(=O)c2=O)CC1 (centres undefined)
  18% | 0% | 16% | -10% | 21% | -6%
COc1ccccc1CNC(=O)c1ccccc1NS(C)(=O)=O
  0% | 0% | · | -10% | 10% | 8%
C=CCn1c(O)c(N=NC(=O)CNC(=O)c2ccco2)c2ccccc21
  10% | -1% | 25% | -2% | -1% | 8%

Three compounds picked at random from those above, as already listed:
Each structure is followed by: Pf growth 96h | LmPK inh | Pf growth 48h | Sm TGR inh | HCV inhibitor | TbPYK inhibitor
CNC(=O)c1cccc2cccc(Sc3ccccc3C(=O)O)c12
  5% | -4% | 4% | -4% | 19% | -3%
Cn1/c(=N/N=C/c2ccccn2)sc2ccccc21
  244%[activator] | -5% | 209%[activator] | 8% | ? | 5%
O=C(Nc1nccs1)C(c1ccccc1)N1CCCC1 (centres undefined)
  8% | 10% | 0% | 9% | -25% | 2%

Further structures:
Each structure is followed by: Pf growth 96h | LmPK inh | Pf growth 48h | Sm TGR inh | HCV inhibitor | TbPYK inhibitor
O=C(O)CCCCn1c(SCC(=O)Nc2ccccc2C(F)(F)F)nc2ccsc2c1=O
  -11% | 3% | -20% | 2%&9% | 42%[activator] | -5%&1%
O=C1NCCNC1(c1c[nH]c2ccccc12)C(F)(F)F (centres undefined)
  1µM* | 8% | · | -22% | 15% | -10%
CSc1ncccc1C(=O)Nc1ccc2nc(C)sc2c1
  27% | 2% | -6% | 3% | -8% | -2%
C(=Nc1ccc(N2CCOCC2)cc1)c1c[nH]c2ccccc12
  -14% | -2% | 61%[activator] | -2% | 1% | -15%
O=C(NCCCN1CCCCC1)C1CCC(=O)N1CCc1ccccc1 (centres undefined)
  0% | 1% | 16% | 21% | -18% | -1%
Cc1c(NC(=O)C(C)OC(=O)c2cccnc2Cl)c(=O)n(-c2ccccc2)n1C (centres undefined)
  -14% | · | 3% | 5% | 10% | -3%
O=C(/C(=C/c1ccccc1Cl)c1ccccc1)N1CCOCC1
  -1% | 2% | -12% | -15% | 23% | -23%
CCOc1ccc(C(=O)N(CN2CCCC2=O)c2ccccc2)cc1
  -4% | -3% | ? | 1% | -8% | 5%
COc1cccc(OCc2cc(C(=O)N3CCN(C4CCCC4)CC3)no2)c1
  ? | 2% | 16% | ? | -21% | -1%
CN(C)S(=O)(=O)c1cccc(NC(=O)CSc2nnnn2-c2ccccc2)c1
  ? | 2% | ? | 3% | ? | 1%
Cc1cc(Cl)nc(N)n1
  29% | 1% | -15% | 18% | 3% | 0%
C=C(C)Cn1c(N)cc(=O)nc1SCC(=O)Nc1cccc(C(F)(F)F)c1
  62%[activator] | -1% | 27% | -15% | · | -3%
COc1cc(C2C(C#N)=C(N)N(Nc3ccccc3)C3=C2C(=O)CC(C)(C)C3)ccc1OCc1ccccc1 (centres undefined)
  2.9µM* | -1% | 4.1µM* | 4% | ? | 2%
CCCCNC(=O)COc1ccccc1[N+](=O)[O-]
  59%[activator] | 2% | 61%[activator] | 8% | 33%[activator] | 5%
O=c1ccc(Cl)n[nH]1
  77%[activator] | -9% | -5% | 4% | 19% | -7%

Each structure is followed by: Pf growth 96h | LmPK inh | Pf growth 48h | Sm TGR inh | HCV inhibitor | TbPYK inhibitor
O=[N+]([O-])c1ccc(Cn2cc(-c3cccc(C(F)(F)F)c3)nn2)cc1
  97%[activator] | -4% | 58%[activator] | -21% | -7% | 6%
Cc1ccc(S(=O)(=O)N2CCC(=O)CC2)cc1
  15% | -6% | 1% | 53%[activator] | 12% | -5%
CC(C)(C)OC(=O)N[C@H](Cc1ccccc1)C(=O)N1CCC[C@@H]1C(=O)O
  31%[activator] | 3% | 5% | 7% | 13% | 0%
Clc1cc(Cl)c(OCCCCn2cncn2)c(Cl)c1
  0.29µM* | -4% | -11% | -11% | -5% | 1%
CCN(CC)CCCNC(=O)c1cn(C)c(=O)c2c1c1ccccc1n2C
  10% | 1% | -12% | -15% | -6% | -10%
Cc1cc(N2CCN(c3ccccc3)CC2)n2ncnc2n1
  -5% | 5% | 12% | -6% | 10% | -2%
CNC(=S)NNC(=O)CSCc1c(Cl)cccc1Cl
  104%[activator] | 11% | 38%[activator] | -7% | -5% | -10%
CCOC(=O)c1c(C)nc2c(c1-c1ccc(Cl)cc1)C(=O)CC(C)(C)C2
  119%[activator] | -1% | ? | -9% | -15% | 1%
COc1cccc(-c2csc(N3CCN(C(=S)Nc4ccc(Cl)cc4)CC3)n2)c1
  10µM* | 0% | ? | -4% | 13µM* | -14%
COc1cc(OC)c(OC)cc1/C=N/NC(=O)CCc1c(C)n[nH]c1C
  55%[activator] | 0% | 13% | 24% | -9% | 1%

Compound activity (PubChem)
